# Compound activity (PubChem)
# p97 inhibitor: inhibitors of human p97 ATPase; P55072; recombinant p97 ATPase, Kinase-Glo ATP luminescence, 3 h; inhibition, % at 8 µM; actives 0.42% (n = 220,000); AID 1481; in the data active = inhibition above about 15%;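 note: 0% = DMSO vehicle and 100% = wells lacking enzyme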
# EP2 modulator: modulates human prostaglandin E2 receptor EP2 signaling | induction, % at 25 µM | actives 0.83% (n = 260,000) | AID 940 | EP2-expressing cells, cAMP HTRF FRET, PGE2 co-stimulation;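 active = compounds whose cAMP rise, as percent of the full-agonist control response, exceeds 60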;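 note: rat C6 glioma line stably carrying human EP2 under a CMV promoter; the protocol text gives 20 µM as final concentration; 100% = response of wells given 1 µM PGE2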
# Target sequence (P43116 whole entry, looked up): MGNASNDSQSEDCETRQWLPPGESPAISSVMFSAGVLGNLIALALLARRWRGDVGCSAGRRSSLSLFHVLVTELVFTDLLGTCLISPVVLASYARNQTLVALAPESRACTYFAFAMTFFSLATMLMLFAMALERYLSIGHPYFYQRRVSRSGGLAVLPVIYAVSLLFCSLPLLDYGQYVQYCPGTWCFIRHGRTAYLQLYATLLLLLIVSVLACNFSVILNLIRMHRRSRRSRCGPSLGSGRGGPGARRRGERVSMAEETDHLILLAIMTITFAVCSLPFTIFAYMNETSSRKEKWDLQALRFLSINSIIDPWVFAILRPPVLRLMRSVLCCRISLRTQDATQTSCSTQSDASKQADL
# NPY-Y2 PAM-ag: potentiates or activates human NPY-Y2 receptor; P49146; cells expressing NPY-Y2, potentiator/agonist read-out; activation, % at 3.6 µM; actives 0.45% (n = 220,000); AID 1359; in the data active = activation above about 27%;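 note: cells stimulated with NPY near EC25 plus isoproterenol at EC100; 0% = vehicle plus submaximal agonist and 100% = vehicle plus saturating agonist; some results beyond the cut were filed as inactive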
# Target sequence (P49146 whole entry, looked up): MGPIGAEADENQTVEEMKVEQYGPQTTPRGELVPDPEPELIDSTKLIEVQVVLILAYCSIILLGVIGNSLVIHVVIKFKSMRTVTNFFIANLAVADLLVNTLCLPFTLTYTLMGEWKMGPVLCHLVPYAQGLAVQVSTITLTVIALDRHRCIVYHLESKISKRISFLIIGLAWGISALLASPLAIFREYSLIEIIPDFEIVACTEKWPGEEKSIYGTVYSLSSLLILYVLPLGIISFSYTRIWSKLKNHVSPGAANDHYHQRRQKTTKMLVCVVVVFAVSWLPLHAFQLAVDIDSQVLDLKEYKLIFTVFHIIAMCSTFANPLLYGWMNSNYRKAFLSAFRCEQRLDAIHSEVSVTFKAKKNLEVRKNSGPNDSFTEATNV
# S1P4 antagonist: blocks the human S1P4 receptor | O95977 | actives 0.26% (n = 220,000) | S1P4-expressing cells, antagonist mode, reporter read-out | inhibition, % at 4.98 µM; in the data active = inhibition above about 29%;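 note: 0% = wells stimulated with agonist and 100% = vehicle wells without agonist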
# Target sequence (O95977 whole entry, looked up): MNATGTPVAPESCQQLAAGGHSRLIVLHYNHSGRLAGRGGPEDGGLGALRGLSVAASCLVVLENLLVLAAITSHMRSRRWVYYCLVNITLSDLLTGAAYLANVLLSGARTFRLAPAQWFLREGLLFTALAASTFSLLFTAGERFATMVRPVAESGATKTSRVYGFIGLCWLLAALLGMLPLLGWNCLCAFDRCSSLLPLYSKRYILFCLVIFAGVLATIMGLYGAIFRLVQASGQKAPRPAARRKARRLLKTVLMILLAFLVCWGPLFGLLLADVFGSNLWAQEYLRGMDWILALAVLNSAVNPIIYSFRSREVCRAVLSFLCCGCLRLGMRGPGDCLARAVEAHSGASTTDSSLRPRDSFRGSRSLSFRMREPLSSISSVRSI
# NPY-Y1 PAM-ag: potentiates or activates human NPY-Y1 receptor; NPY-Y1 expressing cells, potentiator/agonist activation; actives 0.37% (n = 220,000); activation, % at 3.6 µM; P25929; in the data active = activation above about 33%, passing the limit was not always enough;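 note: cells stimulated with NPY at EC10 then isoproterenol at EC100; 0% = low agonist plus stimulus and 100% = saturating agonist plus stimulus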
# EP2 antag: inhibitors of human EP2 prostaglandin E2 receptor; inhibition, % at 25 µM; P43116; AID 1422; C6 glioma cells expressing human EP2, cAMP TR-FRET; cells stimulated with saturating PGE2; actives 0.52% (n = 260,000);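 active = percent inhibition above 40 after rounding to a whole number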;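 note: rat C6 glioma host cells with rolipram phosphodiesterase inhibitor present; the protocol text gives 20 µM as final concentration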
# NPY-Y1 antag: antagonists of human neuropeptide Y receptor Y1. actives 1% (n = 200,000). inhibition, % at 3.6 µM. HEK293-CNG Y1 cells, membrane potential fluorescence; NPY at EC95, then isoproterenol. P25929. AID 1040;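 active = inhibition above the campaign mean inhibition of all tested compounds plus 3 SD, cut at about 20% in these data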;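 note: 0% = DMSO wells given NPY plus isoproterenol and 100% = isoproterenol alone without NPY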
#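 Material: HEK293 Y1/CNG channel cell line | Also added: NPY (25 nM), isoproterenol (1 µM), Ro 20-1724 (25 µM) | Compound: One concentration, 3.6 µM, in 0.4% DMSO | Schedule: 3 h dye uptake, 1 h room-temperature compound, 45 min post-isoproterenol | Signal: Membrane-potential fluorescent dye readout | Read-out: % inhibition of NPY effect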
# S1P4 ag: activates the human S1P4 receptor | actives 0.35% (n = 220,000) | S1P4-expressing cell line, agonist reporter assay | AID 1509 | O95977 | activation, % at 4.98 µM; in the data active = activation above about 11%;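 note: 0% = DMSO vehicle and 100% = reference agonist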
# eIF4E 4G PPI: inhibitors of eIF4E and eIF4G interaction in translation initiation; inhibition, % at 21.7 µM; actives 0.37% (n = 220,000); AID 782; TR-FRET eIF4E-eIF4GI(517-606) binding, 2 h; P63073+Q04637;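 active = inhibition above about 30%, limit read from the data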;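 note: 0% = full FRET control wells and 100% = background wells lacking eIF4GI fragment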
# The depositor's hits bear a star; . = not tested or not shown; & = joins results of further samples; [ ] = dose if it differs, or a comment. Some of the compounds tested; count on the stated rates, not on these rows.
SMILES,p97 inhibitor,EP2 modulator,NPY-Y2 PAM-ag,S1P4 antagonist,NPY-Y1 PAM-ag,EP2 antag,NPY-Y1 antag,S1P4 ag,eIF4E 4G PPI
CSCC[C@H](NC(=O)NCc1ccc(F)cc1)C(=O)O,9,14,8,-4,20,13,1,2.1,2
O=C(COC(=O)c1cccc(Br)c1)NCCc1ccc(F)cc1,-6,-47,-2,-9,-3,9,7,-0.4,8
C=CCNC(=O)NC(=O)COC(=O)/C=C/c1cccc([N+](=O)[O-])c1,2,-50,-8,4,11,7,1,1.4,-1
Cc1cc(NC(=O)/C=C/c2ccc(Br)cc2)no1,-5,3,-6,-3,-4,2,2,2.3,0
CCOC(=O)c1nnc(-c2cccs2)nc1Oc1ccc(Cl)cc1,5,51,9,-14,-9,9,6,-1.0,-1
CCC(=O)Nc1ccc(-c2nnc(SCC(=O)N3CCCCC3)n2C)cc1,1,14,-9,-12,2,7,-2,1.7,2[fluorescence artefact?]
COc1cccc2cc(-c3n[nH]c(=S)n3C)oc12,1,-9&9,-12,1,-4,21&19,3,1.0,12
O=C(N/N=C/c1ccc(O)c(O)c1)c1cccc(S(=O)(=O)N2CCCCC2)c1,1,-18,-11,1,-3,15,-2,-1.1,4
Fc1ccc(NC(=S)Nc2ccc3nccnc3c2)cc1,0,-49,-6,0,4,3,-4,1.0,0
Cc1ccc(C(c2nnnn2CC2CCCO2)N2CCN(C(=O)c3ccco3)CC2)cc1 (stereo not given),-3,8,-21,-8,-7,12,5,-0.8,10
O=C(Cc1ccccc1)Nn1c(-c2ccccc2F)nc2ccccc2c1=O,0,24,4,-16,7,6,0,2.9,-1
O=C(Cc1cccs1)Nc1ccc(S(=O)(=O)N2CCCC2)cc1,0,-43,-11,-5,-3,5,0,1.5,33*
Cc1nc(Oc2ccccc2)c2ccsc2n1,2,31,10,-13,7,9,-1,1.1,-2
Cn1cc(C(=O)N/N=C/c2cccc([N+](=O)[O-])c2)c2ccccc21,4,-26,-10,-17,14,7,.,0.8,-3
CC(=O)c1cc(C#N)c(SCCC(C)C)nc1C,1,61*,3,6,-32,5,2,0.8,0
CCCc1cc(=O)[nH]c(SCC(=O)N(C)C2CCS(=O)(=O)C2)n1 (stereo not given),-2,9,-7,-6,-25,4,7,-1.8,2[fluorescence artefact?]
CCN1CCN(CC(O)COCCOc2ccc(Br)cc2)CC1 (stereo not given),3,15,-12,-9,-1,4,-4,0.4,7
CC(C)c1nc2n[nH]c(N)c2c2c1CCC2,4,2,-7,-13,18,13,1,-1.6,1
O=S(=O)(c1ccccc1)N(CC(O)COc1ccccc1)c1ccccc1 (stereo not given),0,1,-10,3,-7,12,.,0.0,1
O=C(Nc1ccnc(-c2cccnc2)n1)c1ccc(Cl)cc1,-1,-70,-16,1,-33,11,3,0.0,0[fluorescence artefact?]
O=C(NCc1ccccc1)[C@H]1C[C@@H]1[C@H](NP(=O)(c1ccccc1)c1ccccc1)c1ccccc1,5,42,7,15,3,21,4,0.9,3
O=C(CSc1nc2ccccc2c(=O)n1-c1ccccc1)N1CCC1,8,19,0,-1,18,3,-2,-1.5,0
O=C(NCC1CCCN(Cc2ccccc2F)C1)c1cccc(C(F)(F)F)c1 (stereo not given),0,0,-11,-4,6,3,3,-0.6,1
COC(=O)c1cc(C(=O)c2ccccc2)n2c(=O)/c(=C\N(C)C)sc12,2,4,18,9,13,15,.,-1.5,-1
CC(C)C(=O)c1cc2c(cc1NC(=O)c1ccccc1)OCCO2,2,71*,-10,-18,-45,3,6,-0.5,1
SMILES,p97 inhibitor,EP2 modulator,NPY-Y2 PAM-ag,S1P4 antagonist,NPY-Y1 PAM-ag,EP2 antag,NPY-Y1 antag,S1P4 ag,eIF4E 4G PPI
CCOC(=O)c1sc(=S)n(-c2ccc(OC)cc2)c1C,-9,21,0,-3,-5,5,.,2.6,2
Cc1cc(SCC(=O)Nc2cccc(S(=O)(=O)N3CCOCC3)c2)nc2ccccc12,6,7,9,6,-17,2,6,2.7,-3
CCOC(=O)N1CCC(NC(=O)c2cc3c(-c4cccc(OC)c4)nn(C)c3s2)CC1,1,-42,14,-12,20,13,2,-0.1,.
c1cncc(-c2noc(-c3ccco3)n2)c1,2,5,9,-4,5,9,9,-1.2,-1[fluorescence artefact?]
CCOC(=O)Cn1c2ccc(C)cc2c2nc(C)sc21,-2,-3,-2,-15,-2,2,3,0.3,3
CCCCOC(=O)c1c(C)oc2ccc(NS(=O)(=O)c3ccc4c5c(cccc35)C(=O)N4)cc12,5,3,-16,9,-37,8,6,2.6,-9[fluorescence artefact?]
Nc1nc(CSC(=S)N2CCOCC2)nc(Nc2ccccc2)n1,3,-51,-12,-13,-10,8,-1,-0.3,-1
COCCN(CC(=O)NCC1CCCO1)C(=O)CCC(=O)Nc1ccccn1 (stereo not given),3,-31,-6,16,5,2,5,0.0,5
COc1cc(C2CC(=O)N(c3ccc(C)cc3)C(=O)C2)cc(OC)c1OC,1,4,-15,6,-5,3,.,-1.3,0
CC1=C(C(=O)OCCOC(C)C)C(c2cc3c(cc2Br)OCO3)C2=C(CCCC2=O)N1 (stereo not given),2,12,-2,-4,1,5,10,0.5,0
O=C(Cc1n[nH]c(=O)c2ccccc12)N1CCN(c2ccc(F)cc2)CC1,1,-5,1,5,6,5,1,-0.5,-1
COC(=O)c1cccc(NC(=O)CCCOc2cccc(C)c2)c1,-3,-51,-23,5,-65,22,16,-3.8,.
Cn1c(Cn2c(=O)sc3ccccc32)nnc1SCC(=O)NCc1ccco1,6,5,4,1,5,5,0,1.8,-2
Cc1ccc(S(=O)(=O)N2CCCC2C(=O)OCC(=O)Nc2ccc3c(c2)OCO3)cc1 (stereo not given),-6,0,8,-5,37,6,4,0.0,1
COc1cc(Cl)c(S(=O)(=O)NCc2ccccn2)cc1Cl,4,10,8,-9,24,5,0,1.6,-2[fluorescence artefact?]
CCOC(=O)N1CCC(NS(=O)(=O)c2cc(Br)cc3c2N(C(=O)CC)CC3)CC1,-6,-15,6,-9,-7,.,4,1.4,-3[fluorescence artefact?]
Nc1c(-c2cccs2)cnn1-c1nc(-c2ccc(F)cc2)cs1,-4,-30,-6,4,13,6,4,-3.4,-2
CCC(=O)N[C@@H]1CC(C(C)(C)NC(=O)CC)CC=C1C (stereo not given in full),4,1,14,12,11,12,9,1.7,4
Cc1occc1C(=O)NNC(=O)Cc1ccccc1,1,16,7,-10,6,18,4,1.2,10
CCOC(=O)C1=C(C)NC(=O)CC1c1ccccc1OC (stereo not given),2,25,-1,-11,-13,6,4,3.4,-2
O=C(COC(=O)[C@@H]1CCCN1S(=O)(=O)c1ccc(Cl)cc1)NC12CC3CC(CC(C3)C1)C2,0,14,5,1,6,68*,10,1.0,1[fluorescence artefact?]
CC1CC(C)(C)NC(=S)S1 (stereo not given),4,23,1,-17,24,17,-4,3.5,14
CCOC(=O)CCCNC(=O)CN1C(=O)NC2(CCCCCC2)C1=O,-1,-34,0,-1,-11,2,4,0.6,-4
COc1cc(NC(=S)Nc2ccccn2)cc(OC)c1,5,5,7,-3,14,6,2,-1.2,3[fluorescence artefact?]
CCCN1Cc2cccc(C(=O)Nc3ccc(-c4nc5ccccc5[nH]4)cc3)c2C1=O,3,10,3,-18,8,7,2,1.1,9

# Three compounds already listed, ordered by formula weight, falling.
SMILES,p97 inhibitor,EP2 modulator,NPY-Y2 PAM-ag,S1P4 antagonist,NPY-Y1 PAM-ag,EP2 antag,NPY-Y1 antag,S1P4 ag,eIF4E 4G PPI
CCOC(=O)N1CCC(NS(=O)(=O)c2cc(Br)cc3c2N(C(=O)CC)CC3)CC1,-6,-15,6,-9,-7,.,4,1.4,-3[fluorescence artefact?]
Cc1ccc(S(=O)(=O)N2CCCC2C(=O)OCC(=O)Nc2ccc3c(c2)OCO3)cc1 (stereo not given),-6,0,8,-5,37,6,4,0.0,1
COc1cc(Cl)c(S(=O)(=O)NCc2ccccn2)cc1Cl,4,10,8,-9,24,5,0,1.6,-2[fluorescence artefact?]

# Continuation:
SMILES,p97 inhibitor,EP2 modulator,NPY-Y2 PAM-ag,S1P4 antagonist,NPY-Y1 PAM-ag,EP2 antag,NPY-Y1 antag,S1P4 ag,eIF4E 4G PPI
COc1ccc(S(=O)(=O)N2CCC(C(=O)Nc3ccc4c(c3)OCCO4)CC2)cc1OC,3,-17,6,-3,24,4,4,0.8,1
O=C(NC(=S)NCc1cccnc1)c1ccc([N+](=O)[O-])cc1,2,-40,8,-26,10,5,3,0.5,2
Cc1ccc2nc(-c3ccc(NC(=O)COC(=O)c4ccc(Br)o4)cc3)sc2c1,-4,-2,-5,-29,-14,13,4,0.0,4
COc1ccc(N2C3=[N+](CC2(C)O)c2ccccc2CC3)cc1 (stereo not given),3,-16,1,-14,-26,5,0,1.3,8
O=[N+]([O-])c1cc(S(=O)(=O)N2CCCC2)ccc1NCCc1ccccc1,6,-40,1,-5,5,10,-4,-0.1,2[fluorescence artefact?]
c1ccc2c(Cn3nnc4ccccc43)cccc2c1,1,37,-7,13,-1,3,2,-2.4,-3
CCC(=O)Nc1ccc(Cl)c(NC(=S)NC(C)=O)c1,3,13,4,-2,-8,6,2,1.6,-1
COc1cc(-c2nnc(COc3ccc(Cl)cc3C)o2)cc(OC)c1OC,-6,-24,-10,1,-9,22,3,1.3,-17
Cc1onc(-c2ccccc2)c1C(=O)NCC1CCN(C(=O)c2c(-c3ccccc3)noc2C)CC1,3,-12,-19,-12,11,8,1,-0.3,-2
O=C(NC(=S)NNC(=O)c1ccccc1[N+](=O)[O-])c1ccccc1,4,8,9,6,18,11,3,2.2,-9[fluorescence artefact?]
COCCNC(=O)c1cc(-c2ccncc2)nc2ccc(S(=O)(=O)N3CCOCC3)cc12,5,0,4,-18,16,4,-1,0.6,2
Cc1occc1C(=O)N1CCCC(CCC(=O)NCc2ccc(F)c(F)c2)C1 (stereo not given),-3,13,-9,-13,-4,4,-1,-0.3,1
CCCCOC(=O)c1cccc(NC(=O)CCC(=O)O)c1,2,13,5,-17,19,15,1,-0.2,7[fluorescence artefact?]
O=C(Nc1ccc2c(c1)OCO2)c1n[nH]c(=O)c2ccccc12,8,-8,6,-17,15,6,.,1.1,-1
Cc1nc(SCC(=O)NCc2ccco2)c2oc3ccccc3c2n1,1,-41,4,-7,-3,17,4,-2.0,4
O=C(NCC1CCCO1)c1ccc(CS(=O)(=O)c2ccc(Cl)cc2)o1 (stereo not given),0,10,-6,7,-4,10,-1,2.5,-9[fluorescence artefact?]
CCN1CCN(CCCN(Cc2ccco2)C(=S)Nc2ccccc2Cl)CC1,1,6,6,-1,12,10,3,1.1,-2
O=C(Nc1ccc(S(=O)(=O)Nc2ncccn2)cc1)c1ccco1,0,10,-12,-2,-3,11,2,1.2,0[fluorescence artefact?]
CN(CC(=O)Nc1cccc(F)c1)CC(=O)Nc1ccc(Cl)cc1[N+](=O)[O-],-1,16,14,-12,-2,9,-2,-0.1,0
O=C(COC(=O)C1COc2ccccc2O1)NC1CCS(=O)(=O)C1 (stereo not given),4,-14,-6,-1,9,18,1,1.6,-7
O=C(c1ccco1)N1CCN(CC(O)Cn2c3ccccc3c3ccccc32)CC1 (stereo not given),-2,-24,-7,-6,11,7,2,0.5,-3
Cc1ccc(/C=N/NC(=O)c2ccoc2C)o1,0,3,0,-13,16,2,-1,-0.5,-1[fluorescence artefact?]
COc1ccc(C(OC(=O)c2ccco2)C(=O)NCc2ccco2)cc1 (stereo not given),-3,20,-17,1,-3,9,6,-0.9,-6[fluorescence artefact?]
CCCCN(CC)CCCNC(=O)CS(=O)(=O)Cc1nc(-c2cccc(OC)c2)oc1C,-7,-2,-6,-14,-8,6,4,-0.4,0
